Screening results deposited in PubChem by several laboratories.
Tat export inh: blocks Tat-dependent protein export in E. coli; E. coli MC4100 TorA-mCherry Tat export, fluorescence; inhibition, % at 10 µM; 0.036% of 340,000 active;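 active = mean replicate inhibition at least 50% and at least half of replicates individually reaching 50%; inconclusive = only one of the two criteria met; inactive = neither criterion met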;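 note: exported cargo escapes ClpAP degradation while cytoplasmic cargo is degraded and loses fluorescence; 0% = median of neutral control wells and 100% = median of NaSCN control wells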
PfHsp90 set2: growth inhibition of yeast expressing Plasmodium Hsp90. S. cerevisiae expressing PfHsp90, BacTiter-Glo ATP, 48 h; yeast lacking PDR1 and PDR3 efflux regulators. inhibition, % at 9.4 µM. 0.32% of 310,000 active. AID 504621;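 active = every replicate shows inhibition above about 80%, whatever the replicate mean, limit read from the data; inconclusive = mean inhibition reaches the set limit but some replicate falls short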;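 note: 0% = DMSO neutral controls and 100% = 20 µM radicicol positive controls; yeast relying on Plasmodium falciparum Hsp90 in place of its own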
AddAB inh: less growth of phage-infected E. coli with AddAB; E. coli expressing H. pylori AddAB, absorbance growth; inhibition, % at 11.9 µM; 0.29% of 330,000 active; AID 435030; in the data active = inhibition above about 12%;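 note: 0% = vehicle wells of infected cells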
Rtt109 HAT inh: inhibitors of Candida albicans Rtt109/Vps75 histone acetyltransferase. purified Rtt109/Vps75, ThioGlo CoA-SH fluorescence, 4 h. 0.16% of 330,000 active. inhibition, % at 34.9 µM. Q5AAJ8. AID 540336;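 active = inhibition of at least 50% in every replicate; inconclusive = best replicate reaches 50% inhibition but some replicates fall short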
Target sequence (Q5AAJ8 whole entry, looked up): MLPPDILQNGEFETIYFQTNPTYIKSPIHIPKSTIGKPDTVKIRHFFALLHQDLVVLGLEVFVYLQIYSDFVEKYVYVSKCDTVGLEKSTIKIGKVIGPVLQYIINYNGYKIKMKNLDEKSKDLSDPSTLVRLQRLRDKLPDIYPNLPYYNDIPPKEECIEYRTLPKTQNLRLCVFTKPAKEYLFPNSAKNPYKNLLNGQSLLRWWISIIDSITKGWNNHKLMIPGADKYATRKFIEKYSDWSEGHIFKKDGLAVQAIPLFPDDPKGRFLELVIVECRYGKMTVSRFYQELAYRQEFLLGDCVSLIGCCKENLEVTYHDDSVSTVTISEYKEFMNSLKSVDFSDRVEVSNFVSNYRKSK
PvdQ acylase: blocks Pseudomonas aeruginosa PvdQ acylase activity | 0.063% of 340,000 active | AID 488965 | inhibition, % at 10 µM | purified PvdQ acylase, fluorescence plate reader; in the data active = inhibition above about 30%, passing the limit was not always enough; inconclusive = no clear call, values can overlap the other calls;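 note: 0% = vehicle neutral wells and 100% = reference inhibitor wells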
DAGLB inh: blocks human DAGLB lipase activity | HEK293T DAGLB membrane lysate, EnzChek fluorogenic substrate | inhibition, % at 5.17 µM | 0.059% of 340,000 active | AID 504411; in the data active = inhibition above about 34%;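 note: 0% = enzyme with vehicle and 100% = wells lacking enzyme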
Target sequence (Q8NCG7 whole entry, looked up): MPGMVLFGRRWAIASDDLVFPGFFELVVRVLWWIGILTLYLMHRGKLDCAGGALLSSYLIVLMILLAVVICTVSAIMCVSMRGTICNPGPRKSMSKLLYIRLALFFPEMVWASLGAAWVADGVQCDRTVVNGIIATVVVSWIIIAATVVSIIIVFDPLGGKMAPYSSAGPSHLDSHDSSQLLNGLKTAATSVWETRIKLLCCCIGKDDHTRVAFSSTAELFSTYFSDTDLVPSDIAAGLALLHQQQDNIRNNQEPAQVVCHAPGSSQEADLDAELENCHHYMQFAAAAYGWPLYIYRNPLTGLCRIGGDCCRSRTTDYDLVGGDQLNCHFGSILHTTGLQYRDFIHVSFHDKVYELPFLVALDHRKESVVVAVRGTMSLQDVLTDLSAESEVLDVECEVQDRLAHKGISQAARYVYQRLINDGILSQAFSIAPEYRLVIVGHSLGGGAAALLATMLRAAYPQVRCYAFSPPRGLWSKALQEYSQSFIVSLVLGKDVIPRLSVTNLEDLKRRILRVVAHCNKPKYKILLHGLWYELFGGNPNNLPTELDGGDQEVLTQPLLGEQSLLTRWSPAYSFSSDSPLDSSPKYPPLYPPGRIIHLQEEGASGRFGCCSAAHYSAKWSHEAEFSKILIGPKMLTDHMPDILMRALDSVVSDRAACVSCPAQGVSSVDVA
Wnt bcat act: activates Wnt/beta-catenin signaling in a reporter cell assay. activator, plate reader. activation, % at 9.35 µM. 1.2% of 300,000 active; in the data active = activation above about 30%, passing the limit was not always enough; inconclusive = no clear call, values can overlap the other calls;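 note: 0% = neutral control wells and 100% = positive control wells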
phage Ecoli inh: E. coli growth loss with phage present; AID 651602; inhibition, % at 11.9 µM; 0.26% of 360,000 active; growth absorbance; in the data active = inhibition above about 11%
CAL PDZ FP: human CAL PDZ-peptide interaction inhibition | Q9HD26 | purified CAL PDZ, TMR-peptide fluorescence polarization, 1 h | inhibition, % at 20 µM | 0.02% of 330,000 active | AID 504414;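 active = highest replicate inhibition of at least 40%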;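 note: plate controls were DMSO neutral control wells for no effect and unlabeled competitor peptide control wells for full effect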
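Test system: purified CerCALP PDZ construct; Compound dosing: one concentration, 20 µM compound; Also added: TMR-labelled reporter peptide T*-PRC34 bound in PDZ groove; Read-out: inhibition from polarization loss; Controls: unlabelled peptide and DMSO controls; Signal: FP readout, S and P plane fluorescence; Incubation: 1 h at RT.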
E coli growth: bacterial growth inhibition, counter-screen for AddAB inhibitors; E. coli V3065 growth, OD600 absorbance, 18 h; inhibition, % at 11.9 µM; 0.27% of 330,000 active; AID 449728;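 active = inhibition above the campaign's mean inhibition across all tested compounds plus 3 SD, cut at about 9.9% in these data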;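 note: uninfected addAB+ strain grown without phage in ampicillin broth; 0% = DMSO wells and 100% = ciprofloxacin 0.95 µg/ml wells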
Starred values were filed as active, the others as inactive; ? = inconclusive; · = not tested or not shown.

(1) COc1cc(C2C(C#N)=C(N)N(N(C)C)C3=C2C(=O)CC(C)(C)C3)ccc1O (stereo not given)
(2) CCCc1c(C(=O)Nc2cc(C)on2)cnn1-c1ccccc1
(3) COc1cc(OC)cc(-c2c(-c3cccs3)c3cc(-c4ccc5c(c4)OCCO5)ccc3n2C)c1
(4) O=C(c1ccccc1C(=O)N(c1ccccc1)c1ccccc1)N1CCCCC1
(5) CNC(=O)C12CC3CC(C1)CC(c1ccc(C)cc1)(C3)C2
(6) COc1ccc(-c2cn3ccc(C)cc3n2)cc1
(7) CCN(CC)CCCNC(=O)c1nn(-c2ccc(OC)cc2OC)c(=O)c2ccccc12
(8) OCC1CCCCN1C(=S)NCc1ccco1 (stereo not given)

Screen / compound no.	1	2	3	4	5	6	7	8
Tat export inh	-12	-1	0	1	-2	11	-11	-4
PfHsp90 set2	1	11	-31	10	-9	17	25	6
AddAB inh	-0.9	-2.4	-0.8	1.6	0.4	3.0	1.3	5.0
Rtt109 HAT inh	-2	-3	-15	0	-2	24	-1	-6
PvdQ acylase	-10	-8	-18	-7	-3	11	15	0
DAGLB inh	2	-3	-4	0	-2	1	3	0
Wnt bcat act	3	5	-12	·	2	18	-1	-1
phage Ecoli inh	2.5	1.2	0.8	4.0	2.0	1.9	0.3	-2.8
CAL PDZ FP	-1.4	-0.2	0.5	-3.1	-0.7	-2.4	-0.2	0.1
E coli growth	-1.6	1.5	0.5	0.8	0.1	3.7	-0.5	2.8

(9) CC(C)OC(=O)CSc1nnc(-c2cccnc2)n1Cc1ccccc1
(10) c1cncc(-c2noc(-c3ccc4ccccc4c3)n2)c1
(11) O=C(CN1CCN(S(=O)(=O)c2cc(Cl)ccc2Cl)CC1)Nc1ccc2c(c1)OCCO2
(12) Cc1ccc(NC(=S)N(CCCN2CCCC2)Cc2cccn2Cc2ccc(Cl)cc2)cc1Cl
(13) O=C(CN1CCN(Cc2cccc3ccccc23)CC1)NCCc1ccccc1
(14) O=S(=O)(NCCSc1ccccn1)c1ccc(Cl)cc1
(15) COC(=O)CN1C(C)=Nc2ccc(C)cc2C1c1ccccc1 (stereo not given)
(16) N#C/C(=C\c1ccc(N2CCCCC2)o1)C(N)=O

Screen / compound no.	9	10	11	12	13	14	15	16
Tat export inh	-6	-8	8	7	9	-6	-4	3
PfHsp90 set2	15	-15	-17	-12	17	2	2	-10
AddAB inh	-0.7	5.3	0.6	0.8	0.2	1.3	-0.5	1.7
Rtt109 HAT inh	-5	7	13	4	5	-6	2	-2
PvdQ acylase	26	-10	4	3	-14	11	8	-5
DAGLB inh	-1	-10	-2	-4	-3	-6	-1	-2
Wnt bcat act	·	16	·	-1	1	-6	-5	2
phage Ecoli inh	0.5	-1.0	2.5	0.5	-0.2	3.8	4.7	3.1
CAL PDZ FP	-0.9	-0.7	-1.0	-2.6	-0.8	-1.3	-0.9	-0.1
E coli growth	0.8	0.3	0.4	-1.9	-0.8	-1.1	1.4	-2.4

(17) O=C(Nc1ccncc1)C1CCN(S(=O)(=O)c2ccccc2)CC1
(18) CC1(C)CC(=O)C(C(=O)c2ccccc2)C(=O)C1Cl (stereo not given)
(19) COc1ccc(Cl)cc1C(=O)NCC(c1ccco1)N1CCCC1 (stereo not given)
(20) O=C(NCc1ccccc1)c1ccc(Cl)cc1[N+](=O)[O-]
(21) Cc1nc(Cl)cc(CS(=O)(=O)c2ccc(Cl)cc2)n1
(22) COc1cc(OC)c(NC(=O)/C=C/C(=O)O)cc1Cl
(23) O=C(Nc1nc(-c2ccco2)c(-c2ccco2)s1)c1ccco1
(24) O=C(/C=C/c1cccc([N+](=O)[O-])c1)NCCN1C(=O)S/C(=C\c2cccnc2)C1=O

Screen / compound no.	17	18	19	20	21	22	23	24
Tat export inh	1	3	5	-6	-4	-2	1	5
PfHsp90 set2	·	-6	-10	-3	-9	-27	92*	-3
AddAB inh	4.4	1.2	1.1	1.4	2.2	-1.8	1.9	-0.4
Rtt109 HAT inh	4	-2	-6	4	-5	-10	17	-1
PvdQ acylase	-11	-11	-10	-11	-19	-6	-9	-15
DAGLB inh	-2	1	-2	-2	-2	·	5	0
Wnt bcat act	-1	0	·	0	-1	3	4	-1
phage Ecoli inh	3.0	0.6	3.4	3.7	3.2	3.1	3.5	2.3
CAL PDZ FP	-1.6	-0.8	-2.9	-0.9	0.5	-1.5	-2.4	-1.4
E coli growth	-0.6	0.5	2.4	2.0	-1.1	-2.6	1.9	-2.2

(25) CC(C)CSc1nsc(N)n1
(26) CCCCC(=O)Nc1ccc(C(=O)NCc2ccncc2)cc1
(27) CCN(CC)c1ccc(NC(=O)c2ccc(S(=O)(=O)N3CCOCC3)cc2)cc1
(28) COC(=O)c1c(NC(=O)CSc2nc3nc(C)cc(C)n3n2)sc(C)c1C
(29) COC(=O)c1ccc(N2C(=O)CC(N3CCN(c4ccccc4)CC3)C2=O)cc1 (stereo not given)
(30) Cc1cc(Nc2ccccc2)nc(N)n1
(31) CC1CCCC(C)N1CC(O)COc1ccc(Cl)cc1 (stereo not given)
(32) Cc1nc(Cc2nnc(SCC(=O)N3CCN(c4ccccc4)CC3)o2)cs1

Screen / compound no.	25	26	27	28	29	30	31	32
Tat export inh	-5	-5	0	-13	-6	-5	-8	0
PfHsp90 set2	-8	7	1	-11	-4	-3	5	-10
AddAB inh	-1.3	-1.4	2.6	1.5	1.2	8.6	-0.5	·
Rtt109 HAT inh	-4	5	-15	·	5	-15	-6	-3
PvdQ acylase	4	24	-9	-3	-9	-4	-24	-11
DAGLB inh	-2	-1	4	-2	1	-1	-1	3
Wnt bcat act	13	·	-4	0	·	4	·	-4
phage Ecoli inh	3.4	0.5	4.9	2.5	1.5	·	2.7	3.5
CAL PDZ FP	0.7	-0.3	-0.4	-2.1	-0.2	-1.6	-0.9	-0.1
E coli growth	-0.2	-0.3	1.1	-0.9	-2.5	5.9	-4.1	·

(33) NC(=O)C1CC(=O)N(c2ccc(OCC(=O)Nc3ccc(F)cc3)cc2)C1 (stereo not given)
(34) CCNC(=S)NNC(=O)c1cccn(Cc2ccc(Cl)cc2)c1=O
(35) C=CCn1c(N)cc(=O)nc1SCC(=O)Nc1ccc(C)cc1
(36) Cc1ccc(N2C(=O)c3ccccc3C2(O)c2ncc[nH]2)cc1 (stereo not given)
(37) Cc1ccc(Nc2nnns2)cc1C
(38) Cn1c(C(=O)c2ccncc2)cc2ccccc21
(39) COc1ccccc1-n1c(N)c(C(N)=O)sc1=S
(40) C[C@H]1CCC(=O)N(CCSc2ccc(Br)cc2)CC1

Screen / compound no.	33	34	35	36	37	38	39	40
Tat export inh	3	6	2	3	?	3	-7	6
PfHsp90 set2	·	·	-2	10	·	23	-7	8
AddAB inh	3.5	3.6	-1.4	3.9	2.6	-1.1	1.3	3.2
Rtt109 HAT inh	4	1	2	-9	0	0	4	-22
PvdQ acylase	-6	-16	-14	0	6	-6	10	-13
DAGLB inh	0	1	2	-1	-4	0	-6	-5
Wnt bcat act	3	·	0	0	0	2	1	28
phage Ecoli inh	1.2	-0.5	0.7	2.9	-0.1	0.5	3.9	3.5
CAL PDZ FP	-0.3	9.1	0.7	-1.2	-0.5	-2.0	-1.2	-1.3
E coli growth	1.6	1.0	-1.2	0.4	0.5	0.0	-0.7	1.6

(41) Cc1ccc(C2(C)NC(=O)N(CC(=O)NC(C)c3ccccc3)C2=O)cc1 (stereo not given)
(42) COc1cc(OC)c(OC)cc1/C=N/NC(=O)CC1C(=O)NN=C1C (stereo not given)
(43) COc1cccc(/C=C/C(=O)OCC(=O)Nc2nnc(-c3ccccc3)o2)c1
(44) CCN1C(=O)C(CC(=O)Nc2ccc(OC)cc2)N(CCc2ccc(OC)cc2)C1=S (stereo not given)
(45) COC(=O)c1cc(NC(=O)c2nccnc2C(=O)O)cc(C(=O)OC)c1
(46) Cc1cccc(N(CC(=O)NC2CCCC2)C(=O)CNC(=O)c2ccco2)c1C
(47) COc1ccc(/C=c2/sc3n(c2=O)NC2(c4ccccc4)N(C)C(=O)N(C)C2(c2ccccc2)N=3)cc1 (stereo not given)
(48) CC(=O)Nc1cccc(NC(=O)CSc2nccn2Cc2ccc(F)cc2)c1

Screen / compound no.	41	42	43	44	45	46	47	48
Tat export inh	0	6	-8	10	-6	-5	-1	-2
PfHsp90 set2	-3	24	·	-5	5	15	-61	-10
AddAB inh	1.0	2.4	-6.5	1.7	0.2	-0.1	2.7	-0.5
Rtt109 HAT inh	4	2	-4	16	9	-8	7	-3
PvdQ acylase	-13	-4	-9	7	8	-8	-1	-7
DAGLB inh	1	-1	4	-5	1	1	-2	0
Wnt bcat act	0	·	·	-1	-4	4	·	-2
phage Ecoli inh	-1.8	2.4	·	2.4	0.6	-0.2	0.1	2.1
CAL PDZ FP	-1.6	-3.7	-2.1	-0.9	0.6	0.7	0.7	-2.2
E coli growth	1.2	-2.0	-9.8	-0.9	-1.6	1.4	0.5	-0.5

(49) c1ccc(CN2CCN(c3nc(-c4ccccn4)nc4ccccc34)CC2)cc1
(50) Cc1ccc(S(=O)(=O)Nc2cccc(-c3cn4ccsc4n3)c2)cc1
(51) Cn1nnc2cc(NC(=O)N3CC4(C)CC3CC(C)(C)C4)ccc21 (stereo not given)
(52) COC(=O)CSc1nc2ccc(NC(=O)CSc3nnnn3Cc3ccccc3)cc2s1
(53) CCCCN(C)C(=O)Cn1ncc2c3ccccc3n(CCC)c2c1=O
(54) CCOC(=O)[C@H]1[C@H]2COc3ccc(Cl)cc3[C@@H]2N2C(=O)CNC(=O)[C@@]12C
(55) O=C(Nc1ccccc1N1CCCC1)C1CCN(C(=O)c2ccc(F)cc2)CC1
(56) Cc1cccc(NC(=O)c2ccc(NC(=O)CC3SC(N4CCCC4)=NC3=O)cc2)n1 (stereo not given)
(57) CN(CCc1ccccc1)C(=O)c1cc(COc2ccc(F)cc2Cl)on1
(58) CN1CCN(CC(=O)N2c3ccc(S(=O)(=O)NCCNC(=O)OC(C)(C)C)cc3C(=O)Nc3cccnc32)CC1

Screen / compound no.	49	50	51	52	53	54	55	56	57	58
Tat export inh	8	4	-1	-4	6	-3	-7	0	13	-1
PfHsp90 set2	-2	2	14	-11	0	21	-8	-3	-11	-22
AddAB inh	1.4	4.4	0.1	2.5	·	1.7	2.1	2.0	3.9	3.7
Rtt109 HAT inh	7	11	11	-10	3	5	1	0	-9	-16
PvdQ acylase	-1	7	-6	-7	22	18	-8	-9	-12	-9
DAGLB inh	-1	1	2	-3	1	1	-1	-3	-5	1
Wnt bcat act	·	·	3	-6	0	-1	-5	2	11	1
phage Ecoli inh	0.5	5.5	1.6	1.2	1.8	4.5	0.2	3.1	1.1	-3.6
CAL PDZ FP	-0.8	-1.5	-1.9	-0.4	-0.8	-0.8	-1.9	-2.4	-1.2	0.2
E coli growth	-0.8	2.7	-0.1	0.0	·	1.1	0.1	1.4	0.2	1.4

Random excerpt: two entries already listed
(55) O=C(Nc1ccccc1N1CCCC1)C1CCN(C(=O)c2ccc(F)cc2)CC1
(57) CN(CCc1ccccc1)C(=O)c1cc(COc2ccc(F)cc2Cl)on1

Screen / compound no.	55	57
Tat export inh	-7	13
PfHsp90 set2	-8	-11
AddAB inh	2.1	3.9
Rtt109 HAT inh	1	-9
PvdQ acylase	-8	-12
DAGLB inh	-1	-5
Wnt bcat act	-5	11
phage Ecoli inh	0.2	1.1
CAL PDZ FP	-1.9	-1.2
E coli growth	0.1	0.2
